C diff growth – C. difficile growth inhibitors, primary screen, HTS | Clostridium difficile clinical isolate growth, OD600, 24 h; hits give low values | growth activity, negative = inhibition, % at 16 µg/mL (by protocol) | 0.25% of 86,000 active | AID 1259249, 2017;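 active means mean growth activity at or below -80% and every replicate also at or below -80%; inconclusive means mean at or below -80% but some replicate above -80%; inactive means mean growth activity above -80%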;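 further: 0% = DMSO wells and -100% = levofloxacin 16 µg/mL wells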
Pf Dd2 growth – P. falciparum Dd2 growth inhibitors, primary screen, SYBR Green fluorescence, single dose replicates; 72 h; hits give low values; activity change, % at 10 µM; 2.3% of 94,000 active; in the data active means activity change below about -80%; inconclusive means no clear call, values can overlap the other calls
GASC1 inh – inhibitors of GASC-1 (KDM4C) histone demethylase, primary screen, biochemical, single concentration HTS; AID 720574, 2013; 0.15% of 96,000 active; inhibition, % at 12.5 µM; Lysine-specific demethylase 4C (Homo sapiens), Q9H3R0; GST-KDM4C 2-372, H3K9me3 peptide, LANCE TR-FRET;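 active means mean replicate inhibition above about 25%, with at least 55% of replicates also reaching it, limit read from the data, passing the limit was not always enough; inconclusive means only one of those two conditions met; inactive means neither condition met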
Target sequence (Q9H3R0 2-372 limits assumed): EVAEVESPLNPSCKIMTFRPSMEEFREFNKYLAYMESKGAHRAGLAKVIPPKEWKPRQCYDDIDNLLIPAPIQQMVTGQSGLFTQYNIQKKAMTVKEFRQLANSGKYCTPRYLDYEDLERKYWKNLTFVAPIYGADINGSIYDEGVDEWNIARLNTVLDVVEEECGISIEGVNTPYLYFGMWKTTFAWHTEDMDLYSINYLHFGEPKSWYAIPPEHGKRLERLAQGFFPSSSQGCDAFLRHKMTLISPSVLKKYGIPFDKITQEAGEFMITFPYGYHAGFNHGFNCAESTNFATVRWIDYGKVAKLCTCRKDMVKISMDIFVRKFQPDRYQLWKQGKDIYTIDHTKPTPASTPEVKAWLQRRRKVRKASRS
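Compound: one test concentration per compound; Material: GST-GASC-1 enzyme fragment 2-372; Amount: GASC-1 enzyme at 10 nM final in reaction; Also added: H3K9me3 peptide substrate, Fe(II), 2-oxoglutarate; Technique: LANCE TR-FRET; Times: 30 min demethylation and 1 h detection at room temperature.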
T cruzi growth – T. cruzi intracellular proliferation inhibitors, primary screen, cell-based, beta-gal Tulahuen parasites, NIH3T3 host, luminescence. T. cruzi beta-gal in NIH3T3, GalScreen luminescence, 90 h. AID 624255, 2012. 5.9% of 77,000 active. inhibition, % at 8.34 µM;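 active means mean inhibition above about 93%, with at least 55% of replicates each passing it, limit read from the data, passing the limit was not always enough; inconclusive means only one of those two conditions holds; inactive means neither condition holds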
Numbers without * were called inactive; ? = inconclusive; / = not tested or not shown; & = joins results of further samples.

SMILES	C diff growth	Pf Dd2 growth	GASC1 inh	T cruzi growth
CCNC(=O)C[C@H]1CC[C@@H]2[C@@H](COc3ccc(NC(=O)c4ccccc4Cl)cc3C(=O)N2C)O1	-1	-18	1.7	91
Cc1noc(C)c1NC(=O)Nc1ccc2c(c1)CC(=O)N([C@H](C)CO)C[C@H](C)[C@@H](CN(C)Cc1ccc(Oc3ccccc3)cc1)O2	46	-42	0.1	26
O=C(C[C@@H]1CC[C@@H](NS(=O)(=O)c2ccc(F)cc2)[C@@H](CO)O1)N1CCc2ccccc2C1	-1	-3	2.2	11
c1ccc(CN2C[C@@H]3N[C@H](C2)C3c2ccc(-c3ccncc3)cc2)cc1 (some centres not stated)	-5&13	-84*	0.9&-0.8	/
C[C@@H]1CN([C@@H](C)CO)C(=O)c2cc(NS(=O)(=O)c3ccc(Cl)cc3)ccc2O[C@@H](C)CCCCO[C@@H]1CN(C)C(=O)Nc1ccccc1	6	-79	-0.3	100*
CN1C(=O)c2cc(NC(=O)c3ccc(F)cc3)ccc2OC[C@H]2O[C@H](CC(=O)N3CCOCC3)CC[C@@H]21	-4	-12	-0.6	22
CO[C@H]1CN(C)C(=O)c2cc(NC(=O)c3ccc(F)cc3)ccc2OC[C@@H](C)NC[C@H]1C	1	14	-0.9	-13
C/C=C/c1ccc([C@H]2[C@@H](CO)N3C(=O)CN(C(=O)c4ccc(F)cc4)C[C@@H]23)cc1	1	8	-0.5	/
N#C[C@H]1[C@@H](c2ccc(C#Cc3ccccc3F)cc2)[C@@H](CO)N1C(=O)C1CCC1	-7	?	-0.3	93
C[C@@H]1CN([C@@H](C)CO)C(=O)Cc2cc(NC(=O)c3ccncc3)ccc2O[C@@H]1CN(C)CC1CC1	3	2	1.0	0
CCC(=O)N(C)C[C@@H]1Oc2cc(C#CCOC)ccc2S(=O)(=O)N([C@@H](C)CO)C[C@@H]1C	0	-12	-1.6	116
Cc1noc(C)c1NC(=O)N[C@@H]1CC[C@H](CCNC(=O)C2CCC2)O[C@@H]1CO	1	-23	-1.1	/
C[C@@H]1CCCCO[C@@H](CN(C)Cc2ccc(C(F)(F)F)cc2)[C@@H](C)CN([C@H](C)CO)C(=O)c2cc(NC(=O)Cc3ccccc3)ccc2O1	/	1	0.9	89
CO[C@H]1CN(C)C(=O)c2ccc(NS(=O)(=O)c3ccccc3)cc2OC[C@H](C)N(Cc2nccs2)C[C@H]1C	1	-30	-0.7	-15
C[C@@H]1CCCCO[C@H](CN(C)C(=O)C2CCCCC2)[C@@H](C)CN([C@@H](C)CO)C(=O)c2cc(NS(C)(=O)=O)ccc2O1	-1	/	6.4	-5
COc1ccc2c3c(n(C)c2c1)[C@@H](CO)N(Cc1ccccc1Cl)CC31CCN(C(=O)CN(C)C)CC1	-3	-43	-0.2	/
CCCC(=O)Nc1ccc2c(c1)C(=O)N(C)[C@H]1CC[C@H](CC(=O)NCCc3ccncc3)O[C@@H]1CO2	-2	2	/	0
N#C[C@H]1[C@@H](c2ccccc2/C=C/c2ccccc2)[C@@H](CO)N1S(=O)(=O)c1ccc(F)cc1	106	-43	0.2	/
COc1ccc(S(=O)(=O)Nc2ccc3c(c2)C(=O)N([C@@H](C)CO)C[C@H](C)[C@H](CN(C)S(=O)(=O)c2ccc(Cl)cc2)OCCCC[C@H](C)O3)cc1	-3	-73	-0.3	?
CC(C)NC(=O)N1C[C@@H]2[C@H](c3ccccc31)[C@H](CO)N2C(=O)Nc1cccc(F)c1	-6	3	0.0	15
Cc1ccc(S(=O)(=O)Nc2ccc3c(c2)CC(=O)N([C@@H](C)CO)C[C@H](C)[C@H](CN(C)S(=O)(=O)c2ccc(C)cc2)O3)cc1	12	-40	0.2	26
C[C@H]1CN([C@@H](C)CO)C(=O)c2cc(-c3ccccc3F)cnc2O[C@H]1CN(C)C(=O)NC1CCCCC1	-3	20	-0.2	44
CC(C)C(=O)Nc1ccc2c(c1)C(=O)N(C)[C@H]1CC[C@H](CC(=O)NCc3ccc(F)cc3)O[C@H]1CO2	0	-9	0.4	-46
CN(C)c1ccc2c(c1)[C@@H]1C[C@@H](CC(=O)N3CCc4ccccc4C3)O[C@@H](CO)[C@@H]1O2	-7	-86*	9.8	135*

An excerpt from above in order of length of the SMILES, low to high.
SMILES	C diff growth	Pf Dd2 growth	GASC1 inh	T cruzi growth
Cc1noc(C)c1NC(=O)N[C@@H]1CC[C@H](CCNC(=O)C2CCC2)O[C@@H]1CO	1	-23	-1.1	/
CC(C)NC(=O)N1C[C@@H]2[C@H](c3ccccc31)[C@H](CO)N2C(=O)Nc1cccc(F)c1	-6	3	0.0	15
COc1ccc2c3c(n(C)c2c1)[C@@H](CO)N(Cc1ccccc1Cl)CC31CCN(C(=O)CN(C)C)CC1	-3	-43	-0.2	/
N#C[C@H]1[C@@H](c2ccccc2/C=C/c2ccccc2)[C@@H](CO)N1S(=O)(=O)c1ccc(F)cc1	106	-43	0.2	/
CCCC(=O)Nc1ccc2c(c1)C(=O)N(C)[C@H]1CC[C@H](CC(=O)NCCc3ccncc3)O[C@@H]1CO2	-2	2	/	0
C[C@H]1CN([C@@H](C)CO)C(=O)c2cc(-c3ccccc3F)cnc2O[C@H]1CN(C)C(=O)NC1CCCCC1	-3	20	-0.2	44
CC(C)C(=O)Nc1ccc2c(c1)C(=O)N(C)[C@H]1CC[C@H](CC(=O)NCc3ccc(F)cc3)O[C@H]1CO2	0	-9	0.4	-46
C[C@@H]1CCCCO[C@H](CN(C)C(=O)C2CCCCC2)[C@@H](C)CN([C@@H](C)CO)C(=O)c2cc(NS(C)(=O)=O)ccc2O1	-1	/	6.4	-5
Cc1ccc(S(=O)(=O)Nc2ccc3c(c2)CC(=O)N([C@@H](C)CO)C[C@H](C)[C@H](CN(C)S(=O)(=O)c2ccc(C)cc2)O3)cc1	12	-40	0.2	26
C[C@@H]1CCCCO[C@@H](CN(C)Cc2ccc(C(F)(F)F)cc2)[C@@H](C)CN([C@H](C)CO)C(=O)c2cc(NC(=O)Cc3ccccc3)ccc2O1	/	1	0.9	89
COc1ccc(S(=O)(=O)Nc2ccc3c(c2)C(=O)N([C@@H](C)CO)C[C@H](C)[C@H](CN(C)S(=O)(=O)c2ccc(Cl)cc2)OCCCC[C@H](C)O3)cc1	-3	-73	-0.3	?

The listing continues.
SMILES	C diff growth	Pf Dd2 growth	GASC1 inh	T cruzi growth
COc1ccccc1-c1cccc(-c2nc(C(=O)Nc3nccs3)cc3c2[C@H](CCO)N(C(C)=O)C3)c1	-7	-95*	-2.1	/
C[C@H](CO)N1C[C@H](C)[C@H](CN(C)S(=O)(=O)c2ccc(F)cc2)Oc2ccc(NC(=O)Nc3ccccc3)cc2C1=O	0	10	-1.0	27
C[C@H](CO)N1C[C@H](C)[C@H](CN(C)C(=O)Nc2ccc(F)cc2)Oc2ccc(NC(=O)Cc3cn(C)c4ccccc34)cc2C1=O	-5	-47	-1.7	29
CN(C)CC#Cc1ccc([C@H]2[C@@H](CO)N3CCCCN(C(=O)C4CCC4)C[C@H]23)cc1	1	3	0.9	66
C[C@H]1CN([C@@H](C)CO)C(=O)c2cc(C#CCN(C)C)cnc2O[C@H]1CN(C)Cc1ccc(-c2ccccc2)cc1	16	/	1.8	79
C[C@H]1CN([C@@H](C)CO)C(=O)Cc2cc(NS(C)(=O)=O)ccc2O[C@@H]1CN(C)S(C)(=O)=O	-3	-1	1.4	24
CCCC#Cc1ccc2c(c1)O[C@H](CN(C)C(C)=O)[C@@H](C)CN([C@@H](C)CO)S2(=O)=O	-1	-35	0.5	30
C[C@@H]1CN([C@H](C)CO)C(=O)c2cccc(NS(=O)(=O)c3cn(C)cn3)c2O[C@@H]1CN(C)Cc1ccc(-c2ccccc2)cc1	-4	-3	6.7	10
Cc1noc(C)c1S(=O)(=O)Nc1ccc2c(c1)CC(=O)N([C@@H](C)CO)C[C@H](C)[C@H](CN(C)C(=O)Nc1ccc3c(c1)OCO3)O2	0	4	-0.1	20
O=C(C1CCC1)N1C[C@@H]2[C@H](c3ccccc31)[C@@H](CO)N2C(=O)c1ccccc1F	-1	-26	0.5	-45
CCC(=O)Nc1ccc2c(c1)C(=O)N(C)[C@H]1CC[C@@H](CC(=O)O)O[C@@H]1CO2	-2	1	0.2	21
CCS(=O)(=O)N1CC2(C1)[C@H](c1ccccc1)[C@H](CO)N2CCC(F)(F)F	-5	7	-1.1	/
CC(=O)N(C)C[C@@H]1Oc2ncc(-c3ccccc3F)cc2C(=O)N([C@@H](C)CO)C[C@@H]1C	-6	33	0.2	15
CC(=O)N1[C@H](CO)[C@@H](c2ccc(-c3ccc(F)cc3)cc2)[C@@H]1CNC(=O)C1CC1	-12	-9	-2.1	5
CO[C@H]1CN(C)C(=O)c2cc(NS(=O)(=O)CC(F)(F)F)ccc2OC[C@@H](C)N(C(=O)NC(C)C)C[C@H]1C	/	-13	-0.8	66
C[C@@H]1CN([C@H](C)CO)C(=O)c2cc(C3=CCCC3)cnc2O[C@@H]1CN(C)C(=O)c1ccc2c(c1)OCO2	5	-10	3.9	/
C[C@@H]1CN([C@@H](C)CO)S(=O)(=O)c2ccc(-c3ccncc3)cc2O[C@H]1CN(C)C(=O)CC1CC1	5	-6	5.4	118*
CC(C)NC(=O)Nc1ccc2c(c1)C(=O)N([C@@H](C)CO)C[C@@H](C)[C@H](CN(C)C(=O)C1CCCCC1)OCCCC[C@@H](C)O2	-3	10	-2.2	56
C[C@@H]1CN([C@H](C)CO)C(=O)Cc2cc(NC(=O)Cc3cn(C)c4ccccc34)ccc2O[C@H]1CN(C)S(=O)(=O)c1ccccc1	-9	-40	-1.2	-2
C[C@@H]1CCCCO[C@H](CN(C)Cc2ccc3c(c2)OCO3)[C@H](C)CN([C@H](C)CO)C(=O)c2cc(NC(=O)Nc3ccc4c(c3)OCO4)ccc2O1	/	-78	-0.2	80
C[C@@H]1CN([C@@H](C)CO)C(=O)c2cc(NS(C)(=O)=O)ccc2O[C@@H]1CN(C)C	3	9	0.4	/
CN1CCN(C(=O)C[C@H]2CC[C@@H]3[C@H](COC[C@H](O)CN3Cc3cccc(F)c3)O2)CC1	-2&-6	/	0.1	-16
CC(=O)N(C)C[C@@H]1Oc2cc(-c3ccc(C#N)cc3)ccc2S(=O)(=O)N([C@@H](C)CO)C[C@@H]1C	2	-28	-0.8	38
C[C@@H]1CCCCO[C@@H](CN(C)Cc2ccncc2)[C@H](C)CN([C@@H](C)CO)C(=O)c2cc(NS(=O)(=O)c3cccs3)ccc2O1	2	1	-1.4	20
Cc1noc(C)c1S(=O)(=O)N(C)C[C@H]1Oc2ccc(NS(=O)(=O)c3ccc(Cl)cc3)cc2C(=O)N([C@@H](C)CO)C[C@H]1C	-2	12	2.5	61
CC(C)NC(=O)N(C)C[C@@H]1OCCCC[C@@H](C)Oc2ccc(NC(=O)CCCN(C)C)cc2C(=O)N([C@@H](C)CO)C[C@@H]1C	-3	-5	1.9	16
COc1ccccc1S(=O)(=O)N[C@@H]1CC[C@@H](CCn2cc(C3CCCC3)nn2)O[C@@H]1CO	-3	-33	0.9	/
CO[C@@H]1CN(C)C(=O)c2cc(NC(=O)C3CCOCC3)ccc2OC[C@@H](C)N(C(C)=O)C[C@@H]1C	/	6	0.8	-17
COc1cccc(S(=O)(=O)N[C@H]2C=C[C@H](CC(=O)NC3CCC3)O[C@@H]2CO)c1	-7	-18	0.8	19
CO[C@H]1CN(C)C(=O)c2ccc(NC(=O)c3cnccn3)cc2OC[C@H](C)N(CC2CC2)C[C@H]1C	-6	-7	1.8	/
Cc1noc(C)c1NC(=O)N(C)C[C@H]1OCCCC[C@@H](C)Oc2ccc(NS(=O)(=O)c3ccc(F)cc3)cc2C(=O)N([C@@H](C)CO)C[C@@H]1C	-1	-5	-1.3	-32
C[C@H](CO)N1C[C@H](C)[C@@H](CN(C)S(C)(=O)=O)Oc2ccc(NC(=O)CCCCCC(=O)Nc3ccccc3N)cc2CC1=O	4	-7	0.7	22
O=C(CN1CCOCC1)N1CCCCN2[C@@H](CO)[C@H](c3ccc(Br)cc3)[C@@H]2C1	5	31	-0.3	22
C[C@H]1CN([C@@H](C)CO)C(=O)c2c(c3ccccc3n2C)-c2ccccc2CO[C@H]1CN(C)S(C)(=O)=O	/	1	-1.3	60
CCCNC(=O)N1CC(=O)N2[C@H](C1)[C@@H](c1ccc(C#Cc3ccc(F)cc3)cc1)[C@@H]2CO	0	-7	-2.2	/
Cc1ccc(S(=O)(=O)N(C)C[C@@H]2Oc3c(NC(=O)C4CCCCC4)cccc3C(=O)N([C@@H](C)CO)C[C@H]2C)cc1	1	-70	/	70
COc1ccc2c3c(n(C)c2c1)[C@@H](CO)N(C)CC31CN(C(=O)CN2CCOCC2)C1	8	15	0.2	/
C[C@H](CO)N1C[C@H](C)[C@H](CN(C)Cc2ccc3c(c2)OCO3)Oc2ccc(NC(=O)C3CCCCC3)cc2CC1=O	3	-19	-0.1	49

Compound activity deposited in PubChem by Broad Institute.
